ER stress rescue = protection against thapsigargin-triggered cell killing – 384-well, CSM14.1, ATP luminescence, primary screen (AID 1222); CSM14.1 thapsigargin-induced death rescue, ATP luminescence; higher % means a stronger effect; 190,000 tested, under 10 active; cellular ATP content (survival), % at 20 µM; hits with a dose series show EC50 in µM;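 active = EC50 below 50 µM in the dose-response confirmation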;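 note: death triggered by thapsigargin at about 15 µM added after 2 h compound pretreatment; cell ATP read after overnight thapsigargin exposure of roughly 18 to 22 hours; normalized against plate controls of thapsigargin alone and 5% DMSO vehicle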
M1AAP inhibition = P. falciparum M1AAP inhibitors, biochemical, fluorogenic H-Leu-NHMec substrate, 1536-well (AID 1445); one-dose inhibition, % at 30 µM; IC50 in µM for titrated hits; recombinant M1AAP, H-Leu-NHMec fluorogenic kinetic assay; higher % means a stronger effect; 0.42% of 220,000 active;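 active = primary inhibition above the hit cutoff, then over 50% inhibition at one or more dose response concentrations, cut at about 23% in these data, passing the limit was not always enough; inconclusive = conflicting primary data, or primary hits not chosen for dose response; inactive = low primary inhibition, or under 50% at every dose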;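 note: plate controls were DMSO full reaction for no effect and no enzyme background for full effect; strong numbers were not always called active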
b-catenin transl = beta-catenin nuclear translocation modulation; AID 1665; 0.3% of 190,000 active; HeLa beta-catenin nuclear translocation, immunofluorescence imaging; nuclear translocation activity, % at 5 µM;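 active = nuclear translocation activity above 50% at 5 µM, with a well cell count of 50 or more; inconclusive = wells under 50 cells across six images, flagged as toxic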;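 note: per-cell ratio of nuclear to cytoplasmic median beta-catenin stain intensity; plate controls were DMSO negative control for no effect and GSK-3 inhibitor IX positive control for full effect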
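Signal – beta-catenin immunofluorescence imaging with DAPI · Test system – human HeLa cell line · Dosing – 5 µM primary single dose, 0.1% DMSO, 0.02–20 µM confirmation series · Measure – % activation, nuclear-to-cytoplasmic median beta-catenin signal ratio per cell · Incubation – 24 h compound exposure at 37°C, 5% CO2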
Dynein cargo inh = dynein cargo transport inhibition. 3617.4 mouse cells, GR-EGFP nuclear translocation imaging; test concentration mostly 20 µM; stimulated with dexamethasone, 1 µM; stronger effect = lower value. z-score, hits read low. 0.47% of 220,000 active. AID 1381;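 active = plate z-score of nuclear minus cytoplasmic receptor signal below a set negative limit, without overly bright fluorescence or cell loss, cut at about -3.5 in these data, passing the limit was not always enough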;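 note: z-score of nuclear minus cytoplasmic ring GR-EGFP intensity difference per well; some compounds called inactive have numbers as strong as hits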
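Also added: dexamethasone, 1.0 µM final. Medium: tet-free, stripped-serum medium. Detection: fixed, Hoechst-stained cells imaged at 10x for EGFP. Read-out: nuclear-to-cytoplasmic GR-EGFP distribution per well. Times: induction 48 h, compound 1 h, agonist 30 min.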
M17LAP inhibition = P. falciparum M17LAP inhibitors, primary screen, biochemical, fluorogenic H-Leu-NHMec substrate, 1536-well (AID 1619); recombinant M17LAP, H-Leu-NHMec fluorogenic kinetic assay; higher % means a stronger effect; inhibition, % at 30 µM, or IC50 in µM where a hit was titrated; 0.38% of 220,000 active;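 active = compound inhibiting the enzyme by more than half at any dose during confirmatory dose-response retesting; inconclusive = strong single-dose inhibitors picked by rank but not retested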;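 note: plate controls were full reaction with DMSO carrier for no effect and no enzyme background for full effect; strong numbers were not always called active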
MT stabilizer = microtubule stabilizers in HeLa cells; HeLa tubulin immunostaining HCS, 24 h; share of cells brighter than vehicle mean+2SD; % tubulin-high responders, % at 10 µM; 0.83% of 200,000 active; AID 2205;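 active = plate Z-score above 3 for both tubulin-high and condensed-nucleus cell shares, with cell loss under 80%, at 10 µM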;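 note: anti alpha tubulin signal scored within the nucleus-defined area of each cell; some results filed as inactive read as strong as hits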
Ins promoter up = MIN6 insulin promoter up-regulation; MIN6 insulin promoter-GFP reporter, high-content imaging; stronger effect = higher value; z-score at 5 µM; 0.3% of 190,000 active; AID 1625;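 active = z-score above 3 at 5 µM with at least 500 cells counted in the well; inconclusive = wells under 500 cells, flagged as cytotoxic or low count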
K1F lysis inhibition = protection from phage-mediated lysis, alamar blue read-out – E. coli UTI89, K1F phage, bacterial capsule biogenesis inhibitors (AID 488966); 0.02% of 340,000 active; E. coli UTI89 K1F phage lysis, alamar blue, 2 h; higher % means a stronger effect; inhibition, % at 100 µM; hits with a dose series show IC50 in µM;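 active = phage lysis inhibition, versus mean bacterial control, above a set limit; inconclusive = no clear call, values can overlap the other calls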;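 note: capsule biogenesis inhibitors block K1F phage lysis so surviving cells raise fluorescence; higher fluorescence means more inhibition of phage lysis; actives were called in the ten point dose series up to 300 µM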
Autophagy mod = alters autophagy in cells. 0.98% of 190,000 active. AID 463193. MEF GFP-LC3 puncta imaging; test concentration mostly 10 µM. calls only at 10 µM (by protocol);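 active = percentage of spot-positive cells more than 3 SD above its plate mean, without a fluorescence outlier flag or 80% toxicity; inconclusive = no clear call, values can overlap the other calls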;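 note: spot-positive cell cutoff set from DMSO-treated cells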
Dynein cargo inh cytoplasmic EGFP = recorded beside Dynein cargo inh, whose call it bears; z-score; measured here: cytoplasmic GR-EGFP intensity; stronger effect = higher value
Dynein cargo inh nuclear GR-EGFP = also measured in Dynein cargo inh; calls as there; z-score; measured here: nuclear GR-EGFP intensity;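 lower value marks the stronger effect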
Dynein cargo inh cell count = also measured in Dynein cargo inh; calls as there; z-score; measured here: cell count per field
Ins promoter up cell count = recorded beside Ins promoter up, whose call it bears; cell count; measured here: cytotoxicity, nuclei count;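 total cells summed across four imaged fields per well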
b-catenin transl cell count 5 µM = further read-out of b-catenin transl, marked with its call; cell count; measured here: cell count, cytotoxicity flag
MT stabilizer Hoechst-high % = further read-out of MT stabilizer, marked with its call; % Hoechst-high responders; measured here: nuclear condensation Hoechst responders;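 share of cells brighter than vehicle mean plus two SD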
MT stabilizer cytotoxicity % = further read-out of MT stabilizer, marked with its call; toxicity, %; measured here: cytotoxicity by cell density;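 0% = mean cell density of plate MIN control wells and 100% = no cells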
Autophagy mod cell loss 18 h = further read-out of Autophagy mod, marked with its call; toxicity, %; measured here: cell loss, nuclei count;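 cell loss after 18 h compound exposure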
Numbers without * were called inactive; i = inactive; ? = inconclusive; / = not tested or not shown; + = active, no number; [ ] = remark or other dose.

SMILES	ER stress rescue	M1AAP inhibition	b-catenin transl	b-catenin transl cell count 5 µM	Dynein cargo inh	Dynein cargo inh cytoplasmic EGFP	Dynein cargo inh nuclear GR-EGFP	Dynein cargo inh cell count	M17LAP inhibition	MT stabilizer	MT stabilizer Hoechst-high %	MT stabilizer cytotoxicity %	Ins promoter up	Ins promoter up cell count	K1F lysis inhibition	Autophagy mod	Autophagy mod cell loss 18 h
N#CC1CC(c2ccc([N+](=O)[O-])cc2)=NN1c1ccc([N+](=O)[O-])cc1 (stereo unspecified)	-0.7%	2.8%	-1.1	1041	0.714	4.78	1.46	0.337	15.5%	2.3	1.4	1.9	/	/	-0.3%	i	11.3
O=C1/C(=C/c2cccc([N+](=O)[O-])c2)CCc2ccccc21	-1.1%	1.2%	-1.3	941	-1.5	-0.193	-1.11	0.7	-15.1%	2.9	3.2	2.4	-0.08	1278	-0.5%[50 µM]	i	-11.3
COc1ccc(CCNC(=O)CSc2nc(C)nc3c2oc2ccccc23)cc1OC	-1.4%	7.1%	/	/	-0.486	-0.221	-0.246	0.533	3.9%	1.5	1.4	4.3	/	/	0.9%	i	-5.1
O=C(c1sc2cc(F)ccc2c1Cl)N1CCN(c2cccc(Cl)c2)CC1	0.7%	3.6%	4.7	1056	-0.0923	-0.0839	-0.246	-0.00204	7.9%	6.8	6.1	3.4	-0.16	1549	0.1%	i	26.9
CCN1/C(=C\c2ccc3cc(C)ccc3[n+]2CC)Sc2cc(C)c(C)cc21	-1.1%	10.8%	0.0	905	-1.24	25.9	4.21	0.395	28.2%	8.8	1.8	13.6	?	/	-0.3%	+	8.9*
CCNC(=S)NNC(=O)c1cc(Br)cs1	-1.4%	?	-1.4	520	2.8	-0.1	2.81	-1.63	12.7%	3.6	4.7	9.0	0.83	1371	0.7%	i	4.1
COc1cccc(NC2c3ccccc3C(=O)N2Cc2ccccc2Cl)c1 (stereo unspecified)	/	-1.0%	-0.9	1320	0.808	-0.218	1.13	-1.36	9.3%	/	/	/	0.28	1068	0.0%	/	/
Cc1cc(OC(=O)c2ccc(S(=O)(=O)N3CCOCC3)cc2)c([N+](=O)[O-])c(=O)[nH]1	-0.3%	-3.9%	-1.2	1123	1.55	-0.205	0.662	-1.18	16.1%	3.0	1.4	1.6	-1.36	1542	0.2%	i	13.8
COC(=O)c1ccccc1NC(=O)C12CC3CC(C1)CC(n1cnc(Cl)n1)(C3)C2	-1.2%	5.0%	-0.6	1174	0.16	-0.0459	0.00695	-0.356	-3.0%	4.5	2.4	4.7	-0.03	1178	-0.3%	i	0.2
CN1CCN(C(=S)c2ccc(-c3cccc([N+](=O)[O-])c3)o2)CC1	/	11.1%	0.5	1287	0.63	-0.206	0.544	-0.517	0.9%	/	/	/	-0.62	1067	-0.9%	/	/
Cc1ccc(-c2nnn(Cc3nc(N)nc(N4CCOCC4)n3)n2)cc1	-2.9%	-2.1%	/	/	0.391	-0.242	0.371	0.686	5.2%	1.2	2.1	4.2	0.85	1270	0.1%	i	23.3
CC1CCCCN1C(=O)CNCC1CCCO1 (stereo unspecified)	1.3%	-2.3%	0.1	994	0.29	-0.158	0.355	-1.28	5.7%	1.8	1.8	2.6	-0.24	1652	-0.2%	i	6.6
O=c1nc(-c2ccccc2)n(-c2ccc(Cl)cc2)[nH]1	-0.2%	1.9%	/	/	0.253	-0.268	0.0299	0.0439	10.8%	3.0	3.9	10.9	-0.12	1300	2.6%	i	6.6
O=C1CN(C(=O)COC(=O)CNC(=O)c2ccccc2)c2ccccc2N1	-0.6%	5.4%	-2.6	522	0.182	-0.24	0.217	0.503	7.5%	2.5	2.3	4.5	-0.48	1319	0.3%	i	13.0
CC(C)(C)OC(=O)N[C@@H](Cc1ccccc1)c1nnc(SCC(=O)c2ccc(Cl)cc2)o1	3.6%	1.0%	-3.4	1172	-0.325	-0.207	-0.346	-0.0319	-2.8%	3.5	1.5	9.0	-0.16	831	2.3%	i	5.2
COc1ccc(-c2cc(C(=O)O)c3sc(N4CCCCC4)nc3n2)cc1OC	-3.6%	5.3%	0.2	1112	-0.0153	-0.24	0.291	0.755	-203.8%	2.0	2.1	7.4	-0.63	1403	0.1%[50 µM]	i	6.9
COc1ccc(CNC(=O)C2CCCN(Cc3nc(-c4cccc(C)c4)oc3C)C2)cc1 (stereo unspecified)	0.2%	1.6%	-11.2	430	0.539	-0.255	0.24	0.137	-2.7%	2.4	1.5	10.6	/	/	0.1%	i	11.5
COc1ccccc1C(=O)Nc1cc(Cl)ccc1O	-1.0%	10.5%	0.4	1211	0.835	0.178	1.09	-0.583	-7.6%	3.3	3.3	16.8	0.06	1333	1.2%	i	-9.5
Cc1ccc(NC2(c3nnnn3-c3c(C)cccc3C)CCCCC2)cc1	-1.3%	-1.5%	1.8	1086	-0.912	-0.0248	-0.64	1.62	-11.7%	2.0	2.6	3.9	-0.43	1320	0.3%	+	10.4*
O=C(Nc1ccccc1)Nc1cccc(-c2cn3cccnc3n2)c1	-1.0%	0.3%	-1.8	1114	2.31	-0.0494	1.46	-1.34	18.7%	1.8	2.7	10.6	0.22	1196	-0.1%	i	-2.4
COc1ccc(OC(=O)COc2ccc(C)cc2)cc1	-0.7%	15.7%	-2.8	1086	-0.335	-0.326	0.367	-0.267	5.4%	6.0	1.9	4.4	0.08	1672	0.4%	i	15.9
COc1cc(OC)cc(C(=O)NCC(=O)N2CCC(C)CC2)c1	-2.0%	0.2%	-4.6	1202	-1.18	-0.21	-0.591	2.4	13.5%	2.9	1.6	8.6	/	/	0.3%	i	-8.8
O=c1c2c(nc3n1CCCCC3)-c1ccccc1CC21CCCC1	-3.2%	15.9%	0.1	977	-1.24	-0.375	-0.564	0.614	6.8%	1.9	2.1	6.5	-0.12	1544	0.9%	i	3.1
COc1cccc(OC)c1OCCCCn1cnc2ccccc2c1=O	1.0%	-5.0%	-0.7	1452	-1.87	-0.176	-0.92	0.278	2.8%	6.0	1.8	6.9	0.64	1257	0.3%	i	-0.7

Single records, from the list above. Order of values: ER stress rescue, M1AAP inhibition, b-catenin transl, b-catenin transl cell count 5 µM, Dynein cargo inh, Dynein cargo inh cytoplasmic EGFP, Dynein cargo inh nuclear GR-EGFP, Dynein cargo inh cell count, M17LAP inhibition, MT stabilizer, MT stabilizer Hoechst-high %, MT stabilizer cytotoxicity %, Ins promoter up, Ins promoter up cell count, K1F lysis inhibition, Autophagy mod, Autophagy mod cell loss 18 h
Cc1ccc(NC2(c3nnnn3-c3c(C)cccc3C)CCCCC2)cc1 across the screens: -1.3%, -1.5%, 1.8, 1086, -0.912, -0.0248, -0.64, 1.62, -11.7%, 2.0, 2.6, 3.9, -0.43, 1320, 0.3%, +, 10.4*
COc1ccc(-c2cc(C(=O)O)c3sc(N4CCCCC4)nc3n2)cc1OC across the screens: -3.6%, 5.3%, 0.2, 1112, -0.0153, -0.24, 0.291, 0.755, -203.8%, 2.0, 2.1, 7.4, -0.63, 1403, 0.1%[50 µM], i, 6.9

The list continues.
SMILES	ER stress rescue	M1AAP inhibition	b-catenin transl	b-catenin transl cell count 5 µM	Dynein cargo inh	Dynein cargo inh cytoplasmic EGFP	Dynein cargo inh nuclear GR-EGFP	Dynein cargo inh cell count	M17LAP inhibition	MT stabilizer	MT stabilizer Hoechst-high %	MT stabilizer cytotoxicity %	Ins promoter up	Ins promoter up cell count	K1F lysis inhibition	Autophagy mod	Autophagy mod cell loss 18 h
N#Cc1nc(Cc2ccccc2)oc1N1CCC(Cc2ccccc2)CC1	-0.9%	0.9%	-0.3	1249	1.72	-0.151	1.16	-0.891	6.0%	4.2	1.2	0.1	-0.53	1158	0.8%	i	13.0
CSc1nnc(CSc2cc(C)nc(N(C)C)n2)o1	-1.6%	-6.2%	1.8	923	-0.395	-0.245	-0.0394	0.656	-1.5%	3.1	2.4	9.4	0.38	1218	0.1%	i	-10.1
CC(C)[C@H](NC(=O)c1ccc(F)cc1)C(=O)NC1=NCCS1	-0.4%	10.6%	1.9	1094	-0.873	-0.0893	-0.594	0.0106	4.2%	1.7	1.4	7.1	0.56	1291	0.4%	i	8.1
CCOc1ccc(C(=O)Nc2cc(NC(=O)c3ccc(OCC)c(Cl)c3)cc(C(=O)O)c2)cc1Cl	-0.6%	?	-0.1	1513	0.144	-0.276	0.0328	0.0401	7.2%	1.9	2.6	5.3	0.72	1384	-0.2%	i	-3.2
CC(C)(C)CC(=O)NCCc1csc(-c2ccccc2)n1	/	-1.3%	-0.9	1345	0.174	-0.237	0.685	-0.885	-0.8%	/	/	/	0.59	1019	0.2%[50 µM]	/	/
Cc1ccc(S(=O)(=O)N/N=C/c2ccc(OC3CSC3)cc2)cc1	-0.7%	5.2%	-4.3	1366	-0.4	-0.219	-0.29	0.932	12.9%	1.7	1.5	5.4	0.27	1473	4.9%	i	9.6
